SENP8 block-1 = SENP8 (human) protease inhibition; Q96LD8; recombinant SENP8, Nedd8 substrate fluorescence; inhibition, % at 20 µM; 360,000 compounds, 0.64% hits; AID 602440; in the data active = inhibition mostly above about 40%, no sharp cut-off; inactive = mostly below about 27%
NLRP3 yeast inh = blocks the NALP3 inflammasome reconstituted in yeast; Yeast reconstituted NLRP3/ASC/caspase-1, beta-gal luminescence, 24 h; inhibition, % at 10 µM; 330,000 compounds, 0.39% hits;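 active = inhibition of 50% or more; inactive = inhibition below 50%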;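 also: plate controls were induced DMSO wells for no effect and uninduced yeast grown without galactose for full effect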
Apaf1 inhib = inhibitors of human Apaf-1 apoptosome; O14727; 330,000 compounds, 0.71% hits; reconstituted apoptosome caspase-3 activity, DEVD-Rh110 fluorescence; inhibition, % at 20 µM; active = inhibition of at least 40% at 20 µM;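 also: plate controls were DMSO wells for no effect and DEVD-CHO caspase inhibitor wells for full effect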
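Material: reconstituted apoptosome with Apaf-1, cytochrome c, caspase-9, procaspase-3, dATP; medium: pH 7.5 Hepes buffer with CHAPS, BSA, DTT; also added: cytochrome c and DEVD-Rh110 substrate; timing: 30 min plus 50 min, RT; signal: Rh110 fluorescence intensity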
SENP7 block = SENP7 protease inhibition; 330,000 compounds, 1.5% hits; recombinant SENP7, Z-RLRGG-aminoluciferin luminescence, 40 min; Q9BQF6; inhibition, % at 5 µM; AID 434973;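 active = inhibition above about 50% at the single test dose, limit read from the data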;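 also: plate controls were DMSO with enzyme for no effect and no enzyme buffer wells for full effect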
Target sequence (Q9BQF6 706-1050 limits assumed): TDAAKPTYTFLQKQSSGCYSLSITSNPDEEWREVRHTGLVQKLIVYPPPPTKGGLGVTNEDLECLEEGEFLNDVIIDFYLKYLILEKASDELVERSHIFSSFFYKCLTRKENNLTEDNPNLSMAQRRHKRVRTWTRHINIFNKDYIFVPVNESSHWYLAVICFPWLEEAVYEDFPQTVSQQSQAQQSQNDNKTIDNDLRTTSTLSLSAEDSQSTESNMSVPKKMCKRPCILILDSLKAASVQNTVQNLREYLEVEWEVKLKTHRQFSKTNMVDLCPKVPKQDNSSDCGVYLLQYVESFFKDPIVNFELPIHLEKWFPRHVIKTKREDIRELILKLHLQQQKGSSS
SENP8 block-2 = blocks the human protease SENP8; purified SENP8, Z-RLRGG-aminoluciferin cleavage, luminescence; inhibition, % at 10 µM; 330,000 compounds, 1.2% hits; AID 2540; in the data active = inhibition above about 50%
HKDC1 inh = blocks human hexokinase HKDC1 activity. Q2TB90. recombinant HKDC1, G6PDH/diaphorase resazurin coupled fluorescence. inhibition, % at 20 µM. 340,000 compounds, 0.16% hits;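 active = inhibition above about 35% when tested at 20 µM, limit read from the data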;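 also: plate controls were DMSO wells with enzyme for no effect and DMSO wells lacking enzyme for full effect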
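Material: recombinant HKDC1 hexokinase; Amount: HKDC1 at 5 µg/mL; Medium: Tris pH 8.0 buffer with MgCl2, Tween-20, BSA, BME; Schedule: 90 min reaction incubation at room temperature, dark; Technique: coupled resazurin fluorescence, excitation 525 nm, emission 613 nm.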
SENP1 FRET inh = SENP1 (human) catalytic domain inhibition | Q9P0U3 | recombinant SENP1 catalytic domain, CyPet-SUMO1-YPet FRET cleavage | inhibition, % at 10 µM | 360,000 compounds, 0.21% hits;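 active = inhibition at least 30% at 10 µM, raw YFP signal under a set limit, fluorescence ratio 0.5 to 1.5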;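 also: 0% = enzyme with DMSO and 100% = no enzyme wells; some results filed as inactive read as strong as hits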
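Assay system: hSENP1 catalytic domain, recombinant. Amount: SENP1 enzyme, 20 pM final. Schedule: 50 min reaction, RT, dark. Technique: FRET, CFP and YFP emission. Control set: no-enzyme wells low, DMSO-plus-enzyme wells high control.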
SENP6 block = blocks the human protease SENP6 | Recombinant SENP6 catalytic domain, aminoluciferin luminescence | AID 2599 | inhibition, % at 10 µM | 330,000 compounds, 1.8% hits | Q9GZR1;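 active = inhibition above about 50% at the single tested dose, limit read from the data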;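 also: plate controls were DMSO wells with enzyme for no effect and DMSO wells lacking enzyme for full effect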
Target sequence (Q9GZR1 628-1112 limits assumed): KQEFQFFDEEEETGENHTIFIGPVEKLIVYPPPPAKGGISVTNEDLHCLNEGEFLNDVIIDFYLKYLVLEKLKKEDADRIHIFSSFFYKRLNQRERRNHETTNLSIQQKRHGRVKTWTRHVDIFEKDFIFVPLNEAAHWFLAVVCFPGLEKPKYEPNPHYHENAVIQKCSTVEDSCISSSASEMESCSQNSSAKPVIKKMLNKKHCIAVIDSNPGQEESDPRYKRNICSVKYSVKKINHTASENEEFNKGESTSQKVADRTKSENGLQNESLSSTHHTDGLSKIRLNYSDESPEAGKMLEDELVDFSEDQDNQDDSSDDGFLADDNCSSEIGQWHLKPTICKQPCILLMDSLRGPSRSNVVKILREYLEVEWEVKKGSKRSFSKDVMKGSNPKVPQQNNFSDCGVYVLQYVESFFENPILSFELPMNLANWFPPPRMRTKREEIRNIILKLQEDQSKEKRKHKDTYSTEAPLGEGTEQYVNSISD
PfGluPho inh = PfG6PD (Plasmodium falciparum) enzyme inhibition. inhibition, % at 20 µM. 350,000 compounds, 0.78% hits. PfGluPho enzyme, NADPH resazurin-diaphorase fluorescence;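 active = inhibition reaching at least a set limit at 20 µM in the primary screen, cut at about 59% in these data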;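 also: 0% = DMSO wells with substrate and 100% = DMSO wells lacking glucose-6-phosphate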
* = called active by the depositor; / = not tested or not shown; & = joins results of further samples.

SMILES	SENP8 block-1	NLRP3 yeast inh	Apaf1 inhib	SENP7 block	SENP8 block-2	HKDC1 inh	SENP1 FRET inh	SENP6 block	PfGluPho inh
COc1cc(OC)cc(-n2nnnc2SCC(=O)NCc2ccc3c(c2)OCO3)c1	29	12	-10	7	3	-2	2	1	-12
COc1ccc(-c2cn(-c3ccccc3)c3[n+]2CCS3)cc1	10&7	8&-7	3&5	7&-7	-4&-8	-16&-12	1&0	8&0	2&1
CCOC(=O)N1CCN(C(=S)NC(=O)c2ccc(F)c(F)c2)CC1	6	9	-1	7	1	-3	0	-18	-11
CCn1c(=O)c(C(=O)Nc2ccc(C)cc2C)c(O)c2ccccc21	-56	13	11	0	-11	1	0	-6	-9
Cc1ccc(C(=O)Nc2nccc(C)n2)cc1	13	21	3	7	-12	-7	0	-12	-7
CC1CC(N(C(=O)C2CC2)c2ccccc2)c2ccccc2N1C(=O)C1CC1 (stereo not drawn)	7	-9	11	1	1	-4	-1	5	-10
c1ccc(C2[C@H]3CN(Cc4cccnc4)[C@H](c4ccccc4)C34CC2(c2cccnc2)C4)cc1 (stereo partly drawn)	31	2	27	-3	1	2	-4	-2	6
O=C(COC(=O)/C=C/c1ccc([N+](=O)[O-])cc1)NCc1ccco1	36	2	-13	-4	-1	-8	2	-11	-8
CC(=O)c1cn(CCCCCCCn2cc(C(C)=O)c(=O)[nH]c2=O)c(=O)[nH]c1=O	1	-1	-19	4	1	-1	-1	-12	-11
O=C(COc1ccccc1Cl)Nc1cccnc1	7	10	-7	-7	-12	-8	2	3	-7
O=C(NCC1CCCO1)C(c1ccc(F)cc1)N(Cc1ccc(F)cc1)C(=O)Cn1nnc(-c2cccs2)n1 (stereo not drawn)	15	0	5	-1	5	-3	1	-3	-14
CC1CCN(C(=O)c2ccc(S(=O)(=O)Cc3ccccc3F)c([N+](=O)[O-])c2)CC1	20	18	6	3	-1	-1	1	-11	2
Cc1ccnc(NS(=O)(=O)c2ccc(NC(=O)COc3ccccc3)cc2)n1	7	21	-1	8	-3	0	0	1	-5
O=C(O)CCC(=O)Nc1ccc(Br)cc1C(=O)c1ccccc1	6	6	-27	2	4	4	2	-5	7
Cc1cccc(/C=C(\c2nc3ccccc3[nH]2)S(=O)(=O)c2ccccc2)c1	-1	/	/	/	/	-3	-4	/	-7
Cc1ccc(C(=O)NCC(=O)NCCCc2ccccc2)cc1	-42	0	6	-1	5	-7	0	-30	4
Cc1nc(C)c(-c2csc(Nc3ccc(O)cc3C)n2)s1	3	-1	-8	-5	-4	1	0	7	9
COc1cccc(CN2CCNC(=O)C2CC(=O)NCCn2ccc3ccccc32)c1OC (stereo not drawn)	-19	8	7	-12	6	-2	-7	-1	1
Cn1c(OCc2cccnc2)nc2c1c(=O)n(Cc1ccc(Cl)cc1)c(=O)n2C	16	17	24	5	4	3	2	0	-6
C=CCOC(=O)Nc1c(C(=O)OC)[nH]c2ccc(Cl)cc12	-423	33	1	1	0	6	1	2	13
O=S(=O)(CCNCc1ccccc1)NC1CCCCC1	3	/	/	/	/	-3	-3	/	2
COc1ccc2oc(C(F)(F)C(F)F)cc(=O)c2c1	-500	24	0	4	-6	2	1	-12	-14
CCCc1cc(=O)oc2cc(C)cc(OCC(=O)Nc3cccnc3)c12	-157	4	6	8	1	7	0	3	-5
CCC(=O)Nc1ccc(S(=O)(=O)N2CCc3ccccc32)cc1	13	25	-5	1	1	1	1	8	18
CCOc1ncccc1C(=O)N(C)CC(=O)Nc1ccc(C)cc1	15	7	-2	-1	3	-12	1	-6	-1
COc1cccc(CNc2nc3ccccc3n2CCN2CCCCC2)c1	15	2	-4	-3	-2	-8	-1	3	3
CS(=O)(=O)N1CCc2cc(S(=O)(=O)Nc3ccc4c(c3)OCCO4)ccc21	21	3	3	-1	-1	-7	-1	-28	-13
CCOC(=O)CCSc1n[nH]c(=S)s1	20	27	-11	-1	-1	-2	2	12	12
O=C(NC1CCCCC1)N1CCN(C2CCCCC2)CC1	10	14	-14	-1	6	-7	0	14	6
COc1cccc(CNC(=O)c2ccc(OCC(=O)N3CCOCC3)c(OC)c2)c1	-11	5	2	-9	-4	-1	-1	-4	-12
CCCCNC(=O)C1(O)c2cc(Br)ccc2NC(=O)N1c1cccc(OC)c1 (stereo not drawn)	4	-1	2	4	1	-6	0	1	-5
NC(=O)c1ccc(Oc2ccc(-c3nnco3)cc2)c([N+](=O)[O-])c1	11	5	-2	-4	-8	2	-1	-16	11
Cc1ncc([N+](=O)[O-])n1S(=O)(=O)c1ccc2c(c1)OCCO2	16	/	/	/	/	-5	0	/	-30
CC1(C)CN=C(NC2CCCCC2)S1	9	7	-22	1	0	-5	1	3	-4
O=C(COC(=O)C1=COCCO1)Nc1ncc(Cl)cc1Cl	3	12	0	-3	2	-4	-3	6	0
Cc1nn(C)c(C)c1NS(=O)(=O)c1ccccc1	17	12	-11	-1	-2	-12	-1	-10	-5
CCO[C@H]1OC(C(=O)N2CCN(Cc3ccc4c(c3)OCO4)CC2)=C[C@@H](c2ccc(Br)cc2)[C@@H]1CCCO	15	8	29	-8	-2	3	1	-1	-1
CCn1cc(S(=O)(=O)Nc2cc(F)ccc2C)cn1	8	5	-7	2	-6	-7	0	-5	-5
COc1ccc(CCN2C(=O)CC(Cc3ccc(C)cc3)C2=O)cc1OC (stereo not drawn)	12	10	-10	-2	-4	-2	2	12	-8
CCOc1ccc(CCNC(=O)COC(=O)c2ccc(C)s2)cc1OCC	-4	7	13	-9	-9	-4	-3	4	-7
COc1cccc(-n2c(SCC(=O)OC(C)C)nnc2-c2cccnc2)c1	18	10	-4	2	-1	-5	3	-12	3
COc1ccccc1CNC(=O)c1ccc2c(=O)n(CCCN3CCCC3=O)c(=S)[nH]c2c1	14	13	-2	3	13	5	-1	-11	-28
O=C(N/N=C/c1ccc(-c2ccc(Cl)c(C(=O)O)c2)o1)c1cc2c(ccc3ccccc32)o1	-444	11	-10	-2	12	13	-37	-10	-21
O=C1CSC(c2ccccc2F)N1 (stereo not drawn)	9	12	-10	2	-1	1	-1	0	3
CCOC(=O)CSCc1c(C#N)c2ccccc2n1C	13	12	-1	2	2	1	0	-1	4

Rewritten with bars between the fields: entries from further up.
Compound | SENP8 block-1 | NLRP3 yeast inh | Apaf1 inhib | SENP7 block | SENP8 block-2 | HKDC1 inh | SENP1 FRET inh | SENP6 block | PfGluPho inh
NC(=O)c1ccc(Oc2ccc(-c3nnco3)cc2)c([N+](=O)[O-])c1 | 11 | 5 | -2 | -4 | -8 | 2 | -1 | -16 | 11
Cc1ncc([N+](=O)[O-])n1S(=O)(=O)c1ccc2c(c1)OCCO2 | 16 | / | / | / | / | -5 | 0 | / | -30
CC1(C)CN=C(NC2CCCCC2)S1 | 9 | 7 | -22 | 1 | 0 | -5 | 1 | 3 | -4
O=C(COC(=O)C1=COCCO1)Nc1ncc(Cl)cc1Cl | 3 | 12 | 0 | -3 | 2 | -4 | -3 | 6 | 0
Cc1nn(C)c(C)c1NS(=O)(=O)c1ccccc1 | 17 | 12 | -11 | -1 | -2 | -12 | -1 | -10 | -5
CCO[C@H]1OC(C(=O)N2CCN(Cc3ccc4c(c3)OCO4)CC2)=C[C@@H](c2ccc(Br)cc2)[C@@H]1CCCO | 15 | 8 | 29 | -8 | -2 | 3 | 1 | -1 | -1
CCn1cc(S(=O)(=O)Nc2cc(F)ccc2C)cn1 | 8 | 5 | -7 | 2 | -6 | -7 | 0 | -5 | -5

(listing goes on)
SMILES	SENP8 block-1	NLRP3 yeast inh	Apaf1 inhib	SENP7 block	SENP8 block-2	HKDC1 inh	SENP1 FRET inh	SENP6 block	PfGluPho inh
CC(C)(C)OC(=O)NCCCC[C@H](NC(=O)c1[nH]cnc1C(=O)Nc1ccc(CNC(=O)OC(C)(C)C)cc1)C(=O)OC(C)(C)C	/	6	7	-4	-11	3	/	-11	5
O=C(CN1C(=O)NC(Cc2ccccc2)C1=O)NC(=O)NC1CCCCC1 (stereo not drawn)	15	-7	14	-4	-8	-1	0	-14	2
CC(C)n1nc(C(=O)OCC(=O)N(C)C2CCS(=O)(=O)C2)c2ccccc2c1=O (stereo not drawn)	0	17	-4	2	-2	0	-1	-20	-2
CCOc1ccc(C(=O)C(C)OC(=O)c2cnc(C)cn2)cc1 (stereo not drawn)	19	6	3	-3	-4	-7	3	6	3
COCCCNC(=S)N1CCN(c2nc(-c3cccc(OC)c3)cs2)CC1	12	9	5	-8	-10	-5	-2	-6	14
CCOC(=O)C1=C(C)N(C[C@@H]2CC[C@@H](Cc3ccc(-c4ccccc4)cc3)O2)C(=O)NC1c1cccc([N+](=O)[O-])c1 (stereo partly drawn)	-2	/	26	-10	/	9	0	/	12
COc1ccc(CCNC(=O)c2cc([N+](=O)[O-])cc([N+](=O)[O-])c2)cc1OC	20	/	/	/	/	-2	-2	/	14
CC(C)c1nc(N2CCN(C(=O)c3ccccc3)CC2)c(C#N)c2c1COC(C)(C)C2	-309	0	39	-7	-9	4	-3	-15	9
COC(=O)c1ccc(N=NNc2cccc(Br)c2)cc1	8	/	/	/	/	-11	-1	/	21
CCS(=O)(=O)N1CCC(C(=O)NCc2cccnc2)CC1	13	-7	-19	0	1	-6	1	-6	3
CN1C(=O)CC(c2cn(Cc3ccccc3)c3ccccc23)C1=O (stereo not drawn)	-90	22	-15	8	4	-2	-59	-15	4
Cn1cc([N+](=O)[O-])c(C(=O)Nc2ccc3nc(-c4ccccc4)[nH]c3c2)n1	-216	-7	-12	5	3	-4	-6	5	62*
